NCF1 inh – blocks human p47phox regulatory protein of NADPH oxidases. 220,000 tested, 0.53% active. P14598. inhibition, % at 24.7 µM. p47phox/p22phox peptide binding, fluorescence polarization, 2 h;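 further: 0% = p47phox with labelled peptide and 100% = labelled peptide alone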
EBV gp42 inh – blocks Epstein-Barr virus glycoprotein 42 binding; Q1HVG2; Fluorescence polarization binding assay, mP read-out; inhibition, % (tested at 21.74 µM); 220,000 tested, 0.42% active; in the data active means inhibition above about 50%
Furin inh – human furin inhibition; P09958; inhibition, % at 30 µM; purified furin, fluorogenic substrate cleavage; AID 463115; 220,000 tested, 0.061% active; in the data active means inhibition above about 25%; further: inactives centre near -15
14-3-3 Bad PPI – disrupts binding of bovine 14-3-3 zeta to phospho-Bad peptide. TR-FRET 14-3-3zeta/Dy647-pBad peptide displacement, 1 h. inhibition, % at 21.7 µM. 220,000 tested, 0.71% active. AID 781;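 active means inhibition above about 70%, limit read from the data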;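 further: 0% = full 14-3-3 plus peptide FRET controls and 100% = background without 14-3-3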
Thrombin inh – thrombin (human) inhibition | P00734 | alpha-thrombin, Boc-VPR-AMC fluorogenic substrate cleavage | inhibition, % at 5 µM | 220,000 tested, 0.26% active | AID 1046;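 active means inhibition at or above 40%; inactive means inhibition below 40%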;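 further: 0% = enzyme with no compound and 100% = wells without enzyme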
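Assay system: human alpha-thrombin enzyme. Reagent: Boc-VPR-AMC substrate, 15 µM final. Compound dosing: one concentration per compound, 5 µM, with 0.2% DMSO. Incubation: room-temperature reaction. Technique: AMC fluorescence, 355/460 nm. Measure: % inhibition relative to enzyme controls and enzyme-free blanks.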
eIF4E-4G inh – blocks eIF4E binding to eIF4G | TR-FRET eIF4E-eIF4GI(517-606) binding, 2 h | inhibition, % at 21.7 µM | 220,000 tested, 0.37% active | AID 782;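 further: 0% = full FRET control wells and 100% = background wells lacking eIF4GI fragment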
Rad51 HR inh – blocks human Rad51 in homologous recombination. hRad51 DNA strand exchange, fluorescence dequenching. inhibition, % at 10 µM. 200,000 tested, 0.085% active. AID 1385;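 active means inhibition above 40% at the single screening dose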;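 further: 0% = DMSO control wells and 100% = blanks with heterologous ssDNA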
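System: hRad51 filaments on single-stranded DNA; reagent: Fluorescein- and BHQ1-tagged 47-mer duplex; compound dosing: one concentration, 10 µM final; timing: filaments 15 min 37 °C, then compound 30 min; measured by: fluorescein emission 520 nm, excitation 485 nm; benchmarks: per-plate controls and blanks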
Cl transport mod – KCC2 (human) Cl- transport modulation; 190,000 tested, 2.2% active; Q9H2X9; KCC2 cells, thallium flux FluoZin-2 fluorescence; B-score of Tl+ flux slope (higher = more flux/activation; lower = inhibition) at 10 µM;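 active means thallium flux slope and its plate-corrected score both differing from the plate sample mean at a set confidence after two filtering rounds, in either direction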;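 further: slope of fluorescence scaled to starting intensity during 10 to 20 s after thallium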
Target sequence (Q9H2X9 whole entry, looked up): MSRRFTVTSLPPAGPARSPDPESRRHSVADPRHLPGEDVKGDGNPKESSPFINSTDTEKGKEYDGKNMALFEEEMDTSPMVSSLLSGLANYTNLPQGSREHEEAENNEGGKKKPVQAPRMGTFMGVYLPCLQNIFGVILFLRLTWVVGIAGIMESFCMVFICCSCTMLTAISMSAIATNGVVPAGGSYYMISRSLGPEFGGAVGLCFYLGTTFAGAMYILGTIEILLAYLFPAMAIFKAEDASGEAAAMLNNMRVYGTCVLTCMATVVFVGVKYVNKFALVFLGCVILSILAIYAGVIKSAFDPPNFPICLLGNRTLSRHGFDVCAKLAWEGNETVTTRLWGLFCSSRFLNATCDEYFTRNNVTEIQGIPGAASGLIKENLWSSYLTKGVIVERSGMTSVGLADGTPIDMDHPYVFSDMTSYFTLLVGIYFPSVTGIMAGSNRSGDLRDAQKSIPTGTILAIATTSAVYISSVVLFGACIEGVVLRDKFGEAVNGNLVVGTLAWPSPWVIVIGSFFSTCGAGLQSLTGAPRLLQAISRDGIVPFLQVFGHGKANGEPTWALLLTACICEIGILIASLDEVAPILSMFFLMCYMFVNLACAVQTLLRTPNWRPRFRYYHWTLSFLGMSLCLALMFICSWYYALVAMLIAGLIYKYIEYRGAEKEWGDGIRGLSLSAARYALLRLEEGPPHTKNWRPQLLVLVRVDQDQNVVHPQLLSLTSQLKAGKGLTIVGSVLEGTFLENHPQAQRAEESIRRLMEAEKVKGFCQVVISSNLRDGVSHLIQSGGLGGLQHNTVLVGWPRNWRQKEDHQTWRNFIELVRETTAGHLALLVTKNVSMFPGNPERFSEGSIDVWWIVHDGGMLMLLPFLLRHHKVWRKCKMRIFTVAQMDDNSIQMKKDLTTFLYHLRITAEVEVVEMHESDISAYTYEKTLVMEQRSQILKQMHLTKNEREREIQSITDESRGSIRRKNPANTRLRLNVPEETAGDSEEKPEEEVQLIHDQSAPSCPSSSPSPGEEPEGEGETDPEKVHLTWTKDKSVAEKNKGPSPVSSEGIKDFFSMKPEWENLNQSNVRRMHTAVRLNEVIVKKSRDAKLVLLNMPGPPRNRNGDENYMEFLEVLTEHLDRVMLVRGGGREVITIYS
KLK5 inh – blocks human kallikrein 5 protease activity; Q9Y337; recombinant hK5, fluorogenic AMC substrate cleavage; inhibition, % at 5 µM; 210,000 tested, 0.59% active; AID 873;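 active means inhibition of 40% or more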;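 further: 0% = enzyme controls without compound and 100% = no-enzyme blanks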
* = called active by the depositor; [ ] = remark or other dose.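 How the source made its calls, unless noted: active means inhibition above about 30% (limit read from the data); inactive means the rest.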

Results for CCc1ccc(CN(C)C(=O)CC2C(=O)NCCN2Cc2ccoc2)cc1 (centres undefined) ?
NCF1 inh: 6.4; EBV gp42 inh: -13.5; Furin inh: -2.0; 14-3-3 Bad PPI: -1.0; Thrombin inh: 6.3; eIF4E-4G inh: 5.3; Rad51 HR inh: -10.2; Cl transport mod: -0.0933

What do the screens show for `CN(C)c1ccc(C(=S)N2CCN(Cc3ccccc3)CC2)cc1`?
EBV gp42 inh: -3.2; Furin inh: -23.0; 14-3-3 Bad PPI: 0.3; Thrombin inh: 1.5; eIF4E-4G inh: 1.1; Cl transport mod: -1.37; KLK5 inh: 6.8

Results for COc1cccc(CNc2nc3ccccc3n2CCN2CCCCC2)c1OC ?
NCF1 inh: -4.6; EBV gp42 inh: -9.7; Furin inh: -25.8[20 µM]; 14-3-3 Bad PPI: -9.9; Thrombin inh: 3.6; eIF4E-4G inh: -2.6[fluorescence artefact?]; Rad51 HR inh: 7.0; Cl transport mod: -2.18; KLK5 inh: -5.8

How did Cc1c(C#N)c(NC(=O)CCl)n(Cc2cccs2)c1C do in these assays?
NCF1 inh: -16.7; EBV gp42 inh: 5.9; Furin inh: -15.9; 14-3-3 Bad PPI: -2.1; Thrombin inh: -3.9; eIF4E-4G inh: 4.3; Rad51 HR inh: -21.1; Cl transport mod: 0.318; KLK5 inh: -2.3

Results for CCC(CC)C(=O)Nc1cc(OC)c(OC)cc1C(=O)O ?
NCF1 inh: -2.7; EBV gp42 inh: -2.1; Furin inh: -14.4[20 µM]; 14-3-3 Bad PPI: 2.9; Thrombin inh: -5.3; eIF4E-4G inh: 5.9; Rad51 HR inh: 3.6; Cl transport mod: 0.0869; KLK5 inh: 9.6

Results for Cc1ccc(NCc2nnc(SCC(=O)NNC(=O)Cc3ccccc3)n2C)cc1 ?
NCF1 inh: -14.7; EBV gp42 inh: 3.3; Furin inh: -26.9; 14-3-3 Bad PPI: 3.3; Thrombin inh: 0.6; eIF4E-4G inh: -6.5; Rad51 HR inh: 5.1; Cl transport mod: -0.178; KLK5 inh: -4.5

How did Cc1nnc(NC(=O)CSc2nnc(CNC(=O)C34CC5CC(CC(C5)C3)C4)n2C2CCCCC2)s1 do in these assays?
NCF1 inh: -6.5; EBV gp42 inh: -12.1; Furin inh: -16.6; 14-3-3 Bad PPI: 3.5; Thrombin inh: -4.0; eIF4E-4G inh: 0.4; Rad51 HR inh: -3.1; Cl transport mod: 0.245; KLK5 inh: -3.5

How did Cc1cccc(OCc2nc(-c3nonc3N)no2)c1C do in these assays?
NCF1 inh: -10.0; EBV gp42 inh: -14.6; Furin inh: -28.4; 14-3-3 Bad PPI: 10.9; Thrombin inh: 1.5; eIF4E-4G inh: -2.3; Rad51 HR inh: -9.4; Cl transport mod: -0.216; KLK5 inh: -3.3

How did O=C(O)CC1S/C(=N/N=C/c2ccc(Br)cc2)N(c2ccccc2)C1=O (centres undefined) do in these assays?
NCF1 inh: -0.5; EBV gp42 inh: -4.1; Furin inh: 1.0; 14-3-3 Bad PPI: 1.4; Thrombin inh: -2.4; eIF4E-4G inh: 0.8; Cl transport mod: -0.41; KLK5 inh: 15.8

What do the screens show for `Cc1sc2nc(CSc3cccc(C(F)(F)F)c3)[nH]c(=O)c2c1C`?
NCF1 inh: -7.3; EBV gp42 inh: 16.7; Furin inh: -9.9; 14-3-3 Bad PPI: 0.4; Thrombin inh: -13.2; eIF4E-4G inh: -1.7; Rad51 HR inh: -3.2; Cl transport mod: 1.38; KLK5 inh: -9.3

What do the screens show for `O=C(OCn1nnc2ccccc2c1=O)c1ccc(N2CCOCC2)c([N+](=O)[O-])c1`?
NCF1 inh: -0.8; EBV gp42 inh: 4.6; Furin inh: -12.0; 14-3-3 Bad PPI: -4.6[fluorescence artefact?]; Thrombin inh: -8.1; eIF4E-4G inh: 14.5; Rad51 HR inh: 9.2; Cl transport mod: -0.0244; KLK5 inh: -14.7

What do the screens show for `CCOc1ccc(C(C)=O)cc1CSc1nc2nc(C)cc(C)n2n1`?
NCF1 inh: -0.1; EBV gp42 inh: 5.3; Furin inh: -22.6; 14-3-3 Bad PPI: -2.6; Thrombin inh: -2.4; eIF4E-4G inh: -6.8; Rad51 HR inh: -2.4; Cl transport mod: -2.85; KLK5 inh: 3.7

How did COc1ccc2nc(C(F)(F)Cl)c(C#N)c(N)c2c1 do in these assays?
NCF1 inh: -3.5; EBV gp42 inh: -5.4; Furin inh: -29.2; 14-3-3 Bad PPI: 2.0; Thrombin inh: -1.5; eIF4E-4G inh: 5.8; Rad51 HR inh: 21.1; Cl transport mod: -1.66; KLK5 inh: 0.3

Results for Cc1cccc(N2CCN(C(=O)c3cc4ccccc4oc3=O)CC2)c1C ?
NCF1 inh: -1.6; EBV gp42 inh: -2.3; Furin inh: -8.1; 14-3-3 Bad PPI: -0.2; Thrombin inh: -6.3; eIF4E-4G inh: -2.2; Rad51 HR inh: -4.4; Cl transport mod: 0.624; KLK5 inh: 8.8

How did CC(C(=O)O)N(C(=O)c1ccccc1)c1ccc(F)cc1 (centres undefined) do in these assays?
NCF1 inh: -7.9; EBV gp42 inh: -17.0; Furin inh: -22.5; 14-3-3 Bad PPI: -14.4; Thrombin inh: 3.5; eIF4E-4G inh: 1.9; Rad51 HR inh: 22.6; Cl transport mod: 0.407; KLK5 inh: -4.1

Results for COc1ccc(CCNC(=O)Cn2c(-c3nonc3N)nc3ccccc32)cc1OC ?
NCF1 inh: -27.0; EBV gp42 inh: -14.6; Furin inh: -13.4; 14-3-3 Bad PPI: -7.6; Thrombin inh: 3.9; eIF4E-4G inh: -10.0; Cl transport mod: 0.803; KLK5 inh: 0.0

What do the screens show for `Cn1c2ccccc2c2c(C(=O)N3CCN(C(=O)c4ccco4)CC3)cn(C3CCCCC3)c(=O)c21`?
NCF1 inh: -13.7; EBV gp42 inh: 10.8; Furin inh: -6.6[20 µM]; 14-3-3 Bad PPI: -0.2; Thrombin inh: -8.6; eIF4E-4G inh: 1.9; Rad51 HR inh: -2.1; Cl transport mod: -0.0137; KLK5 inh: -44.5

Results for CCCCC1OC2(C)OC(=N)C1(C#N)C(C#N)(C#N)C2c1ccccc1 (centres undefined) ?
NCF1 inh: -30.8; EBV gp42 inh: 9.1; Furin inh: -21.6; 14-3-3 Bad PPI: -4.0[fluorescence artefact?]; Thrombin inh: -3.5; eIF4E-4G inh: -0.1[fluorescence artefact?]; Rad51 HR inh: -3.8; Cl transport mod: -0.0797; KLK5 inh: -18.1

Results for COCCOC(=O)c1c(NC(=O)CNC2CCCc3ccccc32)sc(C(N)=O)c1C (centres undefined) ?
NCF1 inh: -7.8; EBV gp42 inh: -16.5; Furin inh: -16.5; 14-3-3 Bad PPI: 9.3; Thrombin inh: -7.3; eIF4E-4G inh: 1.5; Rad51 HR inh: -5.6; Cl transport mod: -0.603; KLK5 inh: -0.4

How did NC(=O)c1ccc2nc(NC(=O)c3ccc(N)cc3)sc2c1 do in these assays?
NCF1 inh: -12.8; EBV gp42 inh: -16.1; Furin inh: -13.4; 14-3-3 Bad PPI: -5.1; Thrombin inh: 2.5; eIF4E-4G inh: 3.0; Rad51 HR inh: -5.3; KLK5 inh: 0.2

Brought forward from above: 3 entries, followed by the next part.
Results for CCCCC1OC2(C)OC(=N)C1(C#N)C(C#N)(C#N)C2c1ccccc1 (centres undefined) ?
NCF1 inh: -30.8; EBV gp42 inh: 9.1; Furin inh: -21.6; 14-3-3 Bad PPI: -4.0[fluorescence artefact?]; Thrombin inh: -3.5; eIF4E-4G inh: -0.1[fluorescence artefact?]; Rad51 HR inh: -3.8; Cl transport mod: -0.0797; KLK5 inh: -18.1

Results for COCCOC(=O)c1c(NC(=O)CNC2CCCc3ccccc32)sc(C(N)=O)c1C (centres undefined) ?
NCF1 inh: -7.8; EBV gp42 inh: -16.5; Furin inh: -16.5; 14-3-3 Bad PPI: 9.3; Thrombin inh: -7.3; eIF4E-4G inh: 1.5; Rad51 HR inh: -5.6; Cl transport mod: -0.603; KLK5 inh: -0.4

How did NC(=O)c1ccc2nc(NC(=O)c3ccc(N)cc3)sc2c1 do in these assays?
NCF1 inh: -12.8; EBV gp42 inh: -16.1; Furin inh: -13.4; 14-3-3 Bad PPI: -5.1; Thrombin inh: 2.5; eIF4E-4G inh: 3.0; Rad51 HR inh: -5.3; KLK5 inh: 0.2

Results for COc1cc(C2=NOC(C(=O)N3CCOCC3)C2)cc(OC)c1OC (centres undefined) ?
NCF1 inh: -2.5; EBV gp42 inh: -3.6; Furin inh: -21.6; 14-3-3 Bad PPI: -2.9; Thrombin inh: -11.3; eIF4E-4G inh: 8.3; Rad51 HR inh: 2.9; Cl transport mod: 0.198; KLK5 inh: -10.4

How did O=C(Nc1cccc2ncccc12)c1ccc(-c2ccc(Br)cc2)o1 do in these assays?
NCF1 inh: -6.4; EBV gp42 inh: -12.8; Furin inh: -24.1[20 µM]; 14-3-3 Bad PPI: 0.1; Thrombin inh: 0.7; eIF4E-4G inh: 1.3; Rad51 HR inh: -2.3; KLK5 inh: 1.7

What do the screens show for `CC(=O)NC(=O)c1ccc(-c2ccc(Cl)cc2)o1`?
NCF1 inh: -48.4; EBV gp42 inh: -13.0; Furin inh: -25.6; 14-3-3 Bad PPI: -2.4[fluorescence artefact?]; Thrombin inh: -4.6; eIF4E-4G inh: 2.3; Cl transport mod: 0.207; KLK5 inh: -30.6

What do the screens show for `CC(Sc1nc(-c2ccccc2)cc(C(F)(F)F)n1)C(=O)NCCN1CCOCC1` (centres undefined)?
NCF1 inh: -5.8; EBV gp42 inh: -7.5; Furin inh: -23.8; 14-3-3 Bad PPI: -0.7; Thrombin inh: 10.6; eIF4E-4G inh: -0.5; Rad51 HR inh: -2.7; Cl transport mod: 0.0103; KLK5 inh: 7.0

What do the screens show for `Cc1ccc(-n2nnnc2-c2cccc(C)c2)cc1`?
NCF1 inh: -6.5; EBV gp42 inh: -6.5; Furin inh: -24.2; 14-3-3 Bad PPI: -11.1; Thrombin inh: -2.9; eIF4E-4G inh: 2.1; Rad51 HR inh: 7.7; Cl transport mod: -0.11; KLK5 inh: 1.4

Results for CCOc1ccc(-c2cc(CCCC(=O)Nc3cccc(OC)c3)no2)cc1 ?
NCF1 inh: -13.1; EBV gp42 inh: -14.3; Furin inh: -20.1; 14-3-3 Bad PPI: 4.6; Thrombin inh: -2.7; eIF4E-4G inh: 2.7; Rad51 HR inh: -3.3; Cl transport mod: -0.495; KLK5 inh: 2.3

How did CC1CCN(CC(=O)NCCc2ccc(F)cc2)CC1 do in these assays?
NCF1 inh: -6.5; EBV gp42 inh: -20.9; Furin inh: -32.1; 14-3-3 Bad PPI: 41.0; Thrombin inh: -5.8; eIF4E-4G inh: -1.1; Rad51 HR inh: 4.8; Cl transport mod: -0.506; KLK5 inh: 2.0

How did Nc1nc(NCC2CCCO2)nc(Nc2ccc(F)cc2)c1[N+](=O)[O-] (centres undefined) do in these assays?
NCF1 inh: -10.8; EBV gp42 inh: -6.3; Furin inh: -20.0; 14-3-3 Bad PPI: -0.6[fluorescence artefact?]; Thrombin inh: -1.6; eIF4E-4G inh: -1.0; Rad51 HR inh: 4.6; Cl transport mod: -0.255; KLK5 inh: -3.0

What do the screens show for `CCN(C1CCCCC1)S(=O)(=O)c1ccc(OC)c(C)c1`?
NCF1 inh: -11.5; EBV gp42 inh: -7.1; Furin inh: -9.7[20 µM]; 14-3-3 Bad PPI: -1.6; Thrombin inh: -2.9; eIF4E-4G inh: -7.5; Rad51 HR inh: -7.2; Cl transport mod: -0.522; KLK5 inh: -11.8
